Screens as filed in PubChem BioAssay.
RAD54 inh = inhibitors of human RAD54 branch migration, primary screen, biochemical, fluorescence, single point; DNA repair and recombination protein RAD54-like (Homo sapiens), Q92698; RAD54 Holliday junction branch migration, FAM/BHQ fluorescence; inhibition, % at 10.4 µM; 360,000 compounds, 0.14% hits; AID 602329, 2012;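 active means mean normalized replicate activity at least 40 and at least half of replicates scoring 40 or more; inconclusive means only one of the two criteria met; inactive means mean below 40 and under half of replicates reaching 40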;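 further: 0% = median of neutral control wells and 100% = median of positive control wells; inhibitors cause a drop in the FAM fluorescence signal; in these data hits start at about 50%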
Target sequence (Q92698 whole entry, looked up): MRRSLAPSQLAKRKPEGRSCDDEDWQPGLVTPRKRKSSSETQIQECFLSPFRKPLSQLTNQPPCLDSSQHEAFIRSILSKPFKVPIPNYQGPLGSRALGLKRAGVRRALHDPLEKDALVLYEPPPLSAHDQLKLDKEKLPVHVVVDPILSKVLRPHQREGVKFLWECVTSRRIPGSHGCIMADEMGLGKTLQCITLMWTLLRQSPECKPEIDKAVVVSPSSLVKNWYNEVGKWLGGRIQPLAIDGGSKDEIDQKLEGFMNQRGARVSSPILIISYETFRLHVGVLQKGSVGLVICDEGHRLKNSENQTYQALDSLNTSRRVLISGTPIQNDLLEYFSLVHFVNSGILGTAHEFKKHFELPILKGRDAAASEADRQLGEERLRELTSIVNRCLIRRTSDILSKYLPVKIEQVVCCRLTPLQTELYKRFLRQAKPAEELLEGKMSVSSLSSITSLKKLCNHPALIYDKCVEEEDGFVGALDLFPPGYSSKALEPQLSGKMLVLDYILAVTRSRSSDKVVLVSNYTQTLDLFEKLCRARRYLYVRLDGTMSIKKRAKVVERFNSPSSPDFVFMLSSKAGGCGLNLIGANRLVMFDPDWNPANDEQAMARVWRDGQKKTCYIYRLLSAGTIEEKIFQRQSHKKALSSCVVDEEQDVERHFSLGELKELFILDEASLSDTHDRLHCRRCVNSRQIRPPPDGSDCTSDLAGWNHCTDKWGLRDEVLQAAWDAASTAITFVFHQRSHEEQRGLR
ARNT-TACC3 inh = disruptors of ARNT/TACC3 protein interaction, primary screen, biochemical, AlphaScreen, single concentration; AlphaScreen His-ARNT PAS-B/GST-TACC3 binding, luminescence; TACC3 fragment carries E629A point mutation; inhibition, % at 9.99 µM; 390,000 compounds, 0.66% hits; Transforming acidic coiled-coil-containing protein 3 (Homo sapiens), Q9Y6A5; AID 623870, 2012;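 active means mean inhibition of replicates at least 50% and at least half of replicates each reaching 50%; inconclusive means half or more replicates reach 50% but mean below 50%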;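 further: 0% = complete ARNT plus TACC3 wells and 100% = ARNT alone without TACC3; many hits fall short of the cut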
INS-1E GSIS act = GLuc luminescence reporter in INS-1E cells, primary screen for activators of glucose-dependent secretion of insulin; 370,000 compounds, 0.61% hits; activation, % at 16.6 µM; INS-1E GLuc reporter insulin secretion, 2-3 h; AID 743287, 2014;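 active means lowest replicate activation of at least 40%, so every replicate reaches that level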;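 further: 0% = median of neutral control wells and 100% = median of IBMX positive control wells; some compounds called inactive have numbers as strong as hits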
RAD52 inh = RAD52 DNA annealing inhibitors, primary screen, biochemical, FRET, single point, set 2; recombinant RAD52 DNA annealing, FRET fluorescence; DNA repair protein RAD52 homolog (Homo sapiens), P43351; 360,000 compounds, 0.46% hits; inhibition, % at 18.7 µM;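 active means every replicate showing at least 50% inhibition; inconclusive means mean inhibition at least 50% but not in every replicate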
ERAP1 inh = human ERAP1 aminopeptidase inhibitors, primary screen, biochemical, single point, plate reader. recombinant ERAP1, Leu-AMC fluorescence, 60 min. 340,000 compounds, 0.15% hits. inhibition, % at 10.7 µM;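 active means mean replicate inhibition of at least 30%, or all replicates individually reaching that 30% level; inactive means mean below 30% and not every replicate reaching it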;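 further: 0% = neutral control wells and 100% = L-leucinethiol positive control wells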
esBAF inh = Bmi1 luciferase reporter increase in mESCs, primary screen, esBAF inhibitor project, mouse ES cells, Bmi1 luciferase knock-in, single point | 24 h; 100% = twice the neutral-well signal | reporter increase, % at 12.5 µM | 350,000 compounds, 2% hits | AID 602393, 2012; in the data active means activation above about 40%; inconclusive means no clear call, values can overlap the other calls;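 further: 0% = median of the plate's neutral control wells and 100% = double that signal; a rise in the Bmi1 reporter signal indicates esBAF inhibition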
F508del corr = F508del CFTR correction, initial screen, CFBE line, single point; AID 720511, 2013; activity (quench increase), % at 7.58 µM; CFBE cells, YFP halide quenching; stimulated with forskolin plus potentiator P3; % fluorescence drop versus neutral controls; 350,000 compounds, 0.36% hits;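 active means mean added fluorescence quench of at least 8% versus neutral control, with both replicates also reaching 8%; inconclusive means only one of the mean or replicate conditions met; inactive means mean below 8% and not both replicates reaching 8%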;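 further: cells transiently co-express mutant CFTR-F508del with the halide-sensitive YFP; corrector assay measuring rescue of mutant channel to the surface after 24 h compound exposure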
XiGFP reactiv = activators of inactive X chromosome reactivation, primary screen, imaging, XiGFP fibroblasts, GFP high-content imaging, set 2 | activation, % at 7.58 µM | 360,000 compounds, 0.055% hits | XiGFP mouse fibroblasts, % GFP-positive cells imaging, 3 d; cells co-treated with 5-aza-dC sensitizer; scaled so ellipticine positive control = 100%;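 active means mean normalized replicate activation at least 10% and every replicate at or above 10%; inconclusive means only one of the two criteria met; inactive means mean below 10% and not all replicates reach 10%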;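 further: 0% = median of on-plate neutral control wells and 100% = ellipticine 6 µM median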
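Assay system: SV40-immortalized XiGFP fibroblast cells, line 68-5-11; buffer or medium: DMEM plus 5-aza-dC sensitizer; compound: one concentration, pinned; timing: compounds 3 days, fix/stain 15 min at room temperature; benchmarks: positive control ellipticine, 6 µM final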
Active calls of the source: *; u = inconclusive; x = not tested or not shown.

# | canonical_smiles | RAD54 inh | F508del corr | XiGFP reactiv | ERAP1 inh | RAD52 inh | INS-1E GSIS act | esBAF inh | ARNT-TACC3 inh
1 | CCCCNCC#CCOc1cc(C)ccc1C(C)C | 5 | 0.1 | -0.8 | 4 | 37 | -3 | -16 | -11
2 | CCC(C(=O)OC)n1cnc2c(nnn2-c2cccc(Cl)c2)c1=O (configuration not stated) | -11 | -2.7 | -0.1 | 0 | 0 | -10 | -7 | -2
3 | C/C=C/c1ccccc1[C@@H]1[C@@H](C#N)N(C(C)=O)[C@@H]1CO | x | 1.2 | 0.0 | 0 | 5 | 4 | x | x
4 | CCOc1nc2cnccc2n(CC(=O)Nc2ccccc2C(=O)OC)c1=O | 0 | -0.7 | 0.0 | 3 | -15 | -5 | -7 | -1
5 | CC(=O)OC1CCC2C3CCC4=CC(=O)CCC4(C)C3CCC2(C)[C@]1(C)O (some centres not stated) | 1 | 0.5 | 0.0 | -2 | -4 | 5 | 4 | -9
6 | COc1ccc(-c2coc3c(C(=O)NC(C)C)cccc23)c(C)c1 | 0 | -3.9 | -0.1 | 3 | -7 | 1 | 0 | x
7 | COC(=O)c1ccc(CNC(=O)CSc2nc3sc(C)c(C)c3c(=O)n2C)o1 | 5 | 0.4 | x | -3 | 6 | 9 | 5 | -14
8 | CC1Cc2ccccc2N1CC(=O)Nc1ccc(N2CCOCC2)cc1 (configuration not stated) | 1 | -0.2 | 0.1 | -1 | 8 | -11 | -11 | -5
9 | CCOc1ccc(N2CC(C(=O)Nc3cc(S(=O)(=O)N4CCCCC4)ccc3C)CC2=O)cc1 (configuration not stated) | 0 | -2.7 | 0.6 | 1 | -6 | -57 | -3 | 21
10 | Cc1ccccc1/C=C/C(=O)c1ccc([N+](=O)[O-])o1 | x | -3.4 | 1.7 | 3 | -15 | -33 | x | x
11 | CCN1[C@H](C(=O)NC2CCC2)[C@@H](CO)[C@@H]2Cn3c(ccc(-c4ccccc4F)c3=O)[C@@H]21 | -11 | 1.6 | 0.3 | 0 | -2 | -2 | -2 | 6
12 | CNS(=O)(=O)c1ccc(C(=O)NCC(=O)NCCC(c2ccccc2)c2ccccc2)cc1 | -3 | -0.7 | 0.0 | 3 | -10 | x | 8 | -3
13 | O=C1CNC[C@H]2[C@@H](c3ccc(C#CC4CCCCC4)cc3)[C@H](CO)N12 | x | 2.2 | 0.0 | -5 | -30 | -11 | x | x
14 | Cc1[nH][nH]c(=O)c1C(c1ccc(F)cc1)c1c(C)[nH][nH]c1=O | -4 | 1.6 | 0.0 | 0 | -19 | -7 | 0 | 2
15 | O=C(c1sc2cc(F)ccc2c1Cl)N1CCN(c2ccccc2)CC1 | x | 2.5 | -0.1 | 2 | -1 | 0 | x | -9
16 | C[C@H]1CN([C@@H](C)CO)C(=O)Cc2cc(NS(=O)(=O)c3ccc(Cl)cc3)ccc2O[C@H]1CN(C)S(C)(=O)=O | -1 | 0.7 | -0.1 | 0 | -16 | 1 | -8 | -10
17 | Cc1ccc(S(=O)(=O)Nc2ccc3c(c2)C(=O)N([C@H](C)CO)C[C@@H](C)[C@H](CN(C)S(=O)(=O)c2ccc(Cl)cc2)OCCCC[C@H](C)O3)cc1 | x | -2.6 | 0.2 | -1 | 4 | 13 | x | x
18 | O=C(CNc1ccc(F)cc1F)NC(=O)NCc1ccco1 | -4 | 0.0 | -0.1 | -1 | -22 | 14 | 0 | 0
19 | CCOc1ccccc1NC(=S)N1CCN(c2ccccc2F)CC1 | 1 | -0.7 | 0.0 | -3 | -5 | 14 | 15 | 1
20 | COc1ccc2c(c1)CO[C@@]21O[C@H](CCO)C[C@H](O)[C@H]1O | -2 | 1.5 | -0.1 | 1 | -4 | 6 | 5 | x
21 | OC(CNCCC(c1ccccc1)c1ccccc1)COc1ccccc1 (configuration not stated) | x | 2.9 | 0.0 | -2 | -16 | 19 | x | 3
22 | CCn1ccnc1CN(C)C(=O)c1ccc(OC2CCN(CCc3ccccc3)CC2)cc1 | 8 | 2.5 | 0.1 | -3 | -10 | 19 | -5 | 31
23 | CCOC(=O)C1CCN(Cc2ccc(OC)c(OCc3ccccc3)c2)CC1 | 3 | 0.7 | 0.2 | 2 | -6 | 9 | 8 | -1
24 | CC(Nc1nc(-c2cccc(Br)c2)cs1)c1nc2cc(Cl)c(N3CCCCC3)cc2n1CCOCCO (configuration not stated) | -11 | 0.0 | 0.0 | 2 | -29 | 11 | -6 | -11
25 | COc1ccccc1NC(=O)N1CCCCN2[C@@H](CO)[C@H](c3ccc(-c4cccc(C)c4)cc3)[C@@H]2C1 | -3 | -4.0 | 0.0 | 2 | 1 | -22 | x | 29
26 | O=C(C1CC1)N1CC(=O)N2[C@@H](CO)[C@H](c3ccc(-c4cccnc4)cc3)[C@@H]2C1 | x | 2.3 | 0.0 | 2 | -6 | 10 | x | x
27 | O=C(COc1ccc(S(=O)(=O)N2CCOCC2)cc1Cl)NCCN1CCOCC1 | 1 | 0.8 | -0.1 | 4 | -4 | 3 | 4 | 11
28 | O=C(Nc1cc(Cl)ccc1-n1cncn1)c1cccs1 | -3 | -0.5 | 0.3 | 2 | -19 | 13 | 7 | 1
29 | Cc1cc(NC(=O)CSc2nnc(-c3c[nH]c4ccccc34)n2-c2ccc(F)cc2)no1 | 8 | -1.4 | u | 4 | -1 | 30 | -2 | 2
30 | COC(=O)CCC(=O)Nc1ccc(S(=O)(=O)Nc2cc(OC)nc(OC)n2)cc1 | -3 | 2.1 | 0.2 | 3 | -15 | 7 | -6 | -1
31 | Cc1noc(C)c1C(=O)N1CCCC(C(=O)c2ccc(Cl)cc2)C1 (configuration not stated) | x | 2.9 | 0.0 | 2 | -10 | 1 | 12 | 2
32 | Cc1cc(-c2nc(C)c(C(=O)NNS(=O)(=O)c3ccccc3)s2)no1 | 6 | -2.1 | 0.0 | -3 | -15 | 10 | x | x
33 | Cn1ccc2c(N3CCCCC3)cc3c(c21)C1CCC3O1 (configuration not stated) | 1 | -0.8 | x | 0 | -8 | 1 | 1 | x
34 | O=C(C[C@@H]1C=C[C@H](NC(=O)c2cccc(F)c2)[C@H](CO)O1)NCc1ccccc1 | 4 | 2.7 | -0.2 | 0 | -13 | -6 | 3 | -9
35 | CCc1cccc(NC(=S)N2CCC(c3ccccc3)C2)c1 (configuration not stated) | x | -0.7 | 1.3 | 6 | -4 | -29 | x | -5
36 | CCCNC(=O)C[C@@H]1CC[C@H]2[C@H](COc3ccc(NC(=O)Cc4ccccc4)cc3C(=O)N2C)O1 | 1 | 0.3 | 0.5 | -1 | 0 | -10 | -4 | -8
37 | COC(=O)c1ccc(CN(c2ccc(OC)cc2)S(=O)(=O)c2ccccc2)cc1 | x | 1.9 | 0.0 | 2 | -11 | x | x | -7
38 | O=C(Nc1nc(-c2ccco2)c(-c2ccco2)s1)C1CCC1 | 8 | 1.2 | 0.0 | 2 | -13 | -2 | x | 5
39 | CC1CN(Cc2ccccc2)c2nc3c(c(=O)n(C)c(=O)n3C)n2C1 (configuration not stated) | x | 0.8 | x | 2 | 0 | 28 | x | -1
40 | O=C(N[C@H]1CC[C@@H](CCn2cc(Cc3ccccc3)nn2)O[C@@H]1CO)c1ccccn1 | -5 | -1.2 | -0.1 | 1 | -7 | -3 | 1 | 1
41 | CCOc1ccccc1N(C(=O)c1snc(C(N)=O)c1N)C(C(=O)NCc1ccccc1)c1ccc(O)cc1 (configuration not stated) | -9 | 1.4 | 0.5 | -2 | -20 | -14 | 14 | -2
42 | COc1ccc(NC(=O)N[C@H]2C=C[C@@H](CC(=O)NC3CCCCC3)O[C@@H]2CO)cc1 | 4 | 3.7 | -0.4 | -1 | -5 | 8 | 1 | -12
43 | Cc1cnc(NC(=O)C2CCCO2)s1 (configuration not stated) | 1 | 0.7 | x | 1 | 3 | 3 | -7 | -3
44 | CN(C)C(=O)C[C@H]1C[C@@H]2c3cc(NC(=O)Nc4ccc(C(F)(F)F)cc4)ccc3O[C@@H]2[C@@H](CO)O1 | -10 | -2.0 | 0.2 | -2 | 4 | -17 | 2 | -2
45 | Cc1cccc(NC(=O)c2cc(-c3ccc(C)c(C)c3O)n[nH]2)c1 | -2 | 1.5 | 0.0 | -3 | -21 | -5 | 43* | -13
46 | CCOC(=O)C1CCN(C(=O)CCNC(=O)Cn2cnc3ccccc3c2=O)CC1 | 1 | -0.6 | 0.3 | 0 | -12 | 8 | 3 | -3
47 | CC(C)COP(=O)(OCC(C)C)C(O)c1ccc(N(C)C)cc1 (configuration not stated) | -11 | -2.8 | 0.0 | 2 | -10 | -26 | 3 | -2
48 | Cc1noc(C)c1NC(=O)Nc1ccc2c(c1)C(=O)N([C@@H](C)CO)C[C@H](C)[C@@H](CN(C)S(=O)(=O)c1ccc(Cl)cc1)OCCCC[C@H](C)O2 | -4 | -1.5 | 0.2 | 3 | -3 | -13 | 0 | -5
49 | Cc1cc(C)n(Cc2cccc(C(=O)N/N=C/c3ccncc3)c2)n1 | 2 | 2.8 | 0.2 | -2 | -1 | 3 | x | 6
50 | C[C@@H]1CN([C@H](C)CO)C(=O)c2cc(-c3ccccc3)cnc2O[C@@H]1CN(C)C(=O)c1cccnc1 | x | -3.9 | 0.2 | 0 | 18 | 20 | x | x
51 | Cc1cc(C(=O)Nc2ccncc2)c(C)o1 | -7 | -0.2 | 0.0 | -5 | 7 | 25 | -2 | -1
52 | CC(C(=O)OCC(=O)c1ccc([N+](=O)[O-])cc1)N1C(=O)C2C3C=CC(C3)C2C1=O (configuration not stated) | -9 | -2.6 | 0.0 | 3 | -2 | x | -6 | -1
53 | NCC(=O)NCC(=O)NC1(C(=O)O)CCCC1 | 2 | -2.5 | -0.2 | -2 | -4 | x | x | 2
54 | Cc1ccc(NC(=S)NNC(C)(C)C)cc1 | 0 | 0.6 | 0.0 | x | -16 | 8 | x | -6
55 | Cc1cc(C(=O)OCC(=O)N2CCCC2)c2ccccc2n1 | 11 | -3.0 | x | -2 | 4 | 16 | -1 | -6
56 | CCc1ccccc1NC1=NCC(=O)N1C1CCCC1 | x | -4.5 | 0.3 | 9 | 0 | 5 | x | -2
57 | CCSc1nnc2ccc(-c3cccs3)nn12 | 6 | -2.6 | 0.0 | 2 | -1 | 43* | x | 4
58 | Cc1nc2ccccc2c2nc3ccccc3n12 | 23 | x | x | x | x | 18 | 34 | 7
59 | O=C(Cc1csc(N2CCOCC2)n1)N/N=C/c1ccccc1C(=O)O | -15 | 0.9 | 0.0 | 0 | -4 | 15 | -1 | -17
60 | Cc1cc(C)c(S(=O)(=O)N2CCN(S(=O)(=O)N3CCOCC3)CC2)c(C)c1 | -10 | -0.8 | 0.0 | 1 | -12 | 3 | 2 | -3
